Screening results (PubChem)
IDH1 R132H inh = qHTS for Inhibitors of mutant isocitrate dehydrogenase 1 (IDH1): qHTS | IDH1-R132H enzyme, NADPH consumption, diaphorase/resazurin fluorescence | Potency, µM (titrated, usually from 76.6 µM), for inactives: top-dose activity change, negative = inhibition, usual class: inhibitors | actives 0.093% (n = 390,000) | Isocitrate dehydrogenase [NADP] cytoplasmic (Homo sapiens), O75874; further: potency means the concentration at half of the fitted maximal effect; nearly all actives have a fitted effect of over 65% in size
Target sequence (O75874 whole entry R132H, stated change not applied): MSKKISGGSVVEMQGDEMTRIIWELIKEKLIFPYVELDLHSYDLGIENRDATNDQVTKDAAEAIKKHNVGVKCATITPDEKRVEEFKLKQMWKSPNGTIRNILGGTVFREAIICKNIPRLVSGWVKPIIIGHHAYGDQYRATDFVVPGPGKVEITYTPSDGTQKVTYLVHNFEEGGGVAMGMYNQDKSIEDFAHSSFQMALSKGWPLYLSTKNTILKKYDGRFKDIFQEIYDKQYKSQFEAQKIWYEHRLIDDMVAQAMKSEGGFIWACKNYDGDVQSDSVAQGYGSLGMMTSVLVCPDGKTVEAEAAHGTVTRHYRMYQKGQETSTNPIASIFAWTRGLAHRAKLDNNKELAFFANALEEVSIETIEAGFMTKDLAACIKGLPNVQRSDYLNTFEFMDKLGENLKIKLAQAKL
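IDH1-R132H (0.5 ug/mL dispensed) in pH 7.5 Tris buffer was preincubated 30 min with compound, then given a substrate mix of 0.016 mM NADPH and 2 mM alpha-KG for 80 min at room temperature; remaining NADPH was read by diaphorase/resazurin fluorescence.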
USP1-UAF1 inh = Inhibitors of USP1/UAF1: Primary Screen; Ubiquitin carboxyl-terminal hydrolase 1 (Homo sapiens), O94782; recombinant USP1/UAF1, Ub-Rhodamine cleavage fluorescence; Potency, µM (highest dose often 57.1 µM), inactives show at the top dose activity change, negative = inhibition, most hits filed as inhibitors; actives 0.23% (n = 390,000); further: potency means the concentration at half of the fitted maximal effect; nearly all actives have a fitted effect of over 60% in size; inactives centre near -12
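USP1/UAF1 complex at 1 nM was preincubated with compound for 15 min at room temperature, then Ub-Rho substrate (150nM final) was added. Fluorescence (480/540 nm) was read kinetically, 6 reads every 60 seconds.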
PI4K2A inh = qHTS for small molecular inhibitors of PI4K2A. actives 0.13% (n = 420,000). purified PI4K2A, ADP-Glo luminescence, 1 h; active compounds read low. activity change, negative = inhibition, % at 76.9 µM. Phosphatidylinositol 4-kinase type 2-alpha (Homo sapiens), Q9BTU6; in the data active means activity change below about -50%; inconclusive means mostly about -30% to -49%;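 further: -100% = wells without enzyme as full effect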
Target sequence (Q9BTU6 whole entry, looked up): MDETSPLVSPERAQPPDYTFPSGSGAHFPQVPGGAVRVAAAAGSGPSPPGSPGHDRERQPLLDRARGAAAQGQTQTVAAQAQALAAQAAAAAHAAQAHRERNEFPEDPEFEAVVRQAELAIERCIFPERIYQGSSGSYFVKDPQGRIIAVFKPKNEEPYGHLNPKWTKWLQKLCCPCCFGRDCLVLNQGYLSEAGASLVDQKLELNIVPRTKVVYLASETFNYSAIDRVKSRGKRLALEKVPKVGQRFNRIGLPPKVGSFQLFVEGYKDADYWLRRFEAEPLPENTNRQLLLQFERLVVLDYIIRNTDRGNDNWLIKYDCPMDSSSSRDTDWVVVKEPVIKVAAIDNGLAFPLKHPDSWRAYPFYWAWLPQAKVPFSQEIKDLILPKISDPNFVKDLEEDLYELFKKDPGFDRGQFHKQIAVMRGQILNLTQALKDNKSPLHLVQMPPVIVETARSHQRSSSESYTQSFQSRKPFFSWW
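PI4K2A activity was measured by ADP-Glo luminescence: enzyme (4 ug/mL stock) and phosphatidylinositol (1.2 mM stock) in Tris pH 7.5/MgCl2/EGTA/Triton X-100 buffer were reacted with ATP (300 microM stock) for one hour at ambient temperature.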
* marks the source's active call; other numbers are inactive results; u = inconclusive; [ ] = remark or other dose. Unless noted, the call rests on the fitted dose curve; in most records, active means well fitted inhibition curve with a large enough effect; inconclusive means small, poorly fitted or top-dose-only effect; inactive means no such curve, though single readings can be large or run the other way. Unless noted, on the % scale 0 is the no-effect control and ±100 the full control effect. This is a subset; the hit share may differ from the screen's.

SMILES	IDH1 R132H inh	USP1-UAF1 inh	PI4K2A inh
Cc1ccc(S(=O)(=O)N2C[C@H]3C(=O)C[C@@H](c4cccc(Cl)c4)N(S(=O)(=O)c4ccc(C)cc4)[C@H]3C[C@H]2c2cccc(Cl)c2)cc1	3%	-9%	-9
C#CCN(C[C@@H]1[C@@H](OC(=O)NCc2ccco2)[C@@H](OC(=O)NCc2ccco2)CN(C(=O)OC(C)C)N1C(=O)OC(C)C)S(=O)(=O)c1ccc(C)cc1	0%	-24%	-1
COc1ccc(S(=O)(=O)N2CCCC2CNC(=O)C(=O)NC2CCCC2)cc1 (stereo unspecified)	4%	-24%	5
Cc1ccccc1-c1nc2ccccc2c(=O)o1	2%	3%	0
CCOc1ccccc1C(=O)NCC(=O)NNC(=O)c1csc(N2CCOCC2)n1	5%	-19%	1
CNC(=O)c1ccc2cc(OC)c(OC)cc2c1	-3%	-27%	3
Cc1ccc(S(=O)(=O)N2CCN(C(=O)c3ccc(-n4cncn4)c([N+](=O)[O-])c3)CC2)c(C)c1	4%	u	-3
N#Cc1ncn(C2OC(CO)C(O)C2O)c1N (stereo unspecified)	2%	1%	1
C[C@@H]1CN([C@@H](C)CO)C(=O)CCCn2nncc2CO[C@H]1CN(C)C(=O)Nc1cccc(Oc2ccccn2)c1	-10%	0%	3
C[C@@H]1CN([C@@H](C)CO)C(=O)CCCn2cc(nn2)CO[C@H]1CN(C)S(=O)(=O)c1cccs1	11%	-14%	2
Cc1ccc(-n2ncc3c(=O)n(-c4cccc(C)c4)c(=O)[nH]c32)cc1	-8%	-13%	-5
C[C@@H]1CCCCO[C@@H](CN(C)C(=O)Cc2ccccc2)[C@@H](C)CN([C@H](C)CO)C(=O)c2cc(NC(=O)C3CCCCC3)ccc2O1	3%	-34%	-6
O=C(NCCc1cn2cccnc2n1)C1CCC(=O)N(Cc2ccccc2F)C1 (stereo unspecified)	-6%	-25%	-2
Cc1ccc(C(=O)NCC(=O)OCc2nnc(-c3ccc([N+](=O)[O-])cc3)o2)cc1	6%	-23%	4
COc1ccc(S(=O)(=O)N(C)[C@H]2C[C@H]3c4cc(Oc5ccccc5C)ccc4CCN3C(=O)[C@H]2[C@H](C)O)cc1	u	-26%	-4
C[C@@H]1CN([C@@H](C)CO)C(=O)CCCn2nncc2CO[C@H]1CN(C)C(=O)Nc1ccccc1C(F)(F)F	8%	-19%	-1
COc1cc(N(C(C)=O)c2ccc(O)cc2)c2ncccc2c1	0%	-12%	-12
CC1(C)CC(=O)C=C(c2n[nH]nc2-c2ccc(F)c(F)c2)C1	0%	-22%	-5
CC(C)CC1C(=O)N(Cc2cn(CCC3OCCO3)nn2)CCS(=O)(=O)N1Cc1ccc(-c2ccncc2)cc1 (stereo unspecified)	17%	-12%	3
Cc1ccc(Cc2c(-c3ccc(Cl)cc3)nc3cc(C)ccn23)cc1	36%[activator]	-15%	0
C[C@H](CO)N1C[C@H](C)[C@@H](CN(C)Cc2cccnc2)Oc2cc(-c3cccnc3)ccc2S1(=O)=O	5%	-17%	0
C[C@H](CO)N1C[C@H](C)[C@@H](CN(C)C(=O)Nc2ccc(N3CCN(C)CC3)cc2)OCc2cnnn2CCCC1=O	-2%	4%	-1
Cc1cn([C@H]2C[C@H](O)[C@@H](CNCc3cnc(N4CCOCC4)nc3)O2)c(=O)[nH]c1=O	3%	3%	-3
O=C1CC(=O)Nc2ccccc2N1	-8%	-1%	1
O=C(NC1CC1)c1ccccc1	-4%	-21%	-2
CCCCN1C(=O)C(CC(=O)NCCN2CCOCC2)CC(C(=O)N(CC)CC)=C1C (stereo unspecified)	1%	-24%	3
O=C(COC(=O)Cc1ccc(Cl)c(Cl)c1)NCCc1ccccc1	1%	-25%	0
CSc1ncnc2c1ncn2CCCN(C)Cc1ccco1	-11%	-8%	2
CNS(=O)(=O)c1ccc2c(c1)[nH]c(=S)n2C	16%	-3%	2
Cc1cc(C)cc(NC(=O)C2CCCCN2S(=O)(=O)c2ccccc2)c1 (stereo unspecified)	2%	-9%	2

Part of the list above, with each value named:
SMILES: C[C@H](CO)N1C[C@H](C)[C@@H](CN(C)Cc2cccnc2)Oc2cc(-c3cccnc3)ccc2S1(=O)=O
  IDH1 R132H inh = 5%
  USP1-UAF1 inh = -17%
  PI4K2A inh = 0

SMILES: C[C@H](CO)N1C[C@H](C)[C@@H](CN(C)C(=O)Nc2ccc(N3CCN(C)CC3)cc2)OCc2cnnn2CCCC1=O
  IDH1 R132H inh = -2%
  USP1-UAF1 inh = 4%
  PI4K2A inh = -1

SMILES: Cc1cn([C@H]2C[C@H](O)[C@@H](CNCc3cnc(N4CCOCC4)nc3)O2)c(=O)[nH]c1=O
  IDH1 R132H inh = 3%
  USP1-UAF1 inh = 3%
  PI4K2A inh = -3

SMILES: O=C1CC(=O)Nc2ccccc2N1
  IDH1 R132H inh = -8%
  USP1-UAF1 inh = -1%
  PI4K2A inh = 1

(next part)
SMILES	IDH1 R132H inh	USP1-UAF1 inh	PI4K2A inh
CCN1C(=O)C(=CC=CN(C)c2ccccc2)SC1=S	0%	u	-1
O=C1CN(C(=O)CN2CCN(S(=O)(=O)c3ccccc3F)CC2)c2ccccc2N1	4%	-21%	-1
Cc1ccccc1NC(=O)Cc1nc(COC(=O)CSc2ccc(F)cc2)cs1	4%	u	3
O=C(C[C@H]1C[C@@H]2c3cc(NC(=O)C4CCC4)ccc3O[C@@H]2[C@H](CO)O1)NC1CCCCC1	-6%	-16%	-9
Cc1ccc(NC(=O)c2nc[nH]c2C(=O)N(C)CCO)cc1	-4%	-20%	6
COCCN(C(=O)COC(=O)Cc1ccc(Cl)cc1)c1c(N)n(Cc2ccccc2)c(=O)[nH]c1=O	-7%	-6%	-4
CC(C)(C)OC(=O)NCCCCCNC(=O)c1ncn2c1c(=O)[nH]c1ccccc12	0%	-17%	-1
C[C@H]1CN([C@@H](C)CO)S(=O)(=O)c2ccc(Br)cc2O[C@@H]1CN(C)C(=O)C1CCOCC1	-7%	-18%	-3
Clc1ccc(-c2nc(CSc3ccccn3)cs2)cc1	2%	-25%	-3
COc1ccc(S(=O)(=O)Nc2ccc3c(c2)C(=O)N([C@H](C)CO)C[C@H](C)[C@@H](CN(C)Cc2ccncc2)OCCCC[C@@H](C)O3)cc1	2%	-4%	-4
CCOc1ccccc1-n1nnnc1SCC(=O)N(C)C1CCS(=O)(=O)C1 (stereo unspecified)	7%	-22%	-3
Nc1ccn([C@@H]2O[C@H](CNCc3cnc(N4CCOCC4)nc3)[C@@H](O)[C@H]2O)c(=O)n1	-8%	-28%	-3
COc1ccc(-c2c(C)nn3c(C(F)(F)F)cc(C)nc23)cc1	-4%	-27%	-2
Cc1cc(OCC(=O)Nc2c(C(C)C)cccc2C(C)C)no1	-5%	-7%	3
CSc1ncnc2c1ncn2CCCN1CCN(Cc2c(C)cc(C)cc2C)CC1	3%	-3%	7
CCCCn1c(N)c(N(CC(C)C)C(=O)CC(NC(=O)c2ccccc2Cl)c2ccccc2)c(=O)[nH]c1=O (stereo unspecified)	0%	4%	0
Cc1ccc(NC(=S)/C(C#N)=C2/Nc3ccccc3S2)cc1	-6%	-19%	-1
CCN(CC)C(=O)C1=C(C)N(Cc2ccc(F)cc2)C(=O)C(CC(=O)NCCCCc2ccccc2)C1 (stereo unspecified)	2%	u	0
CC(C)C1C(=O)N(Cc2cn(CC3CCCCC3)nn2)CCS(=O)(=O)N1Cc1ccc(-c2ccccc2)cc1 (stereo unspecified)	-1%	-4%	4
Cc1nc2cc3c(=O)n(C)cnc3cc2n1Cc1ccccc1	1%	-3%	-9
COc1ccc(NC(=O)N(C)C[C@H]2Oc3ncc(Br)cc3C(=O)N([C@H](C)CO)C[C@@H]2C)cc1	3%	-32%	0
Nc1ccc(S(=O)(=O)c2ccc(N3CCOCC3)c(N)c2)cc1	2%	1%	-2
C[C@H]1CN([C@@H](C)CO)S(=O)(=O)c2ccc(Br)cc2O[C@@H]1CN(C)C(=O)Cc1ccccc1	9%	1%	1
CCOC(=O)c1oc2ccccc2c1COC(=O)CNC(=O)c1ccccc1F	-2%	-25%	4
C[C@H](CO)N1C[C@H](C)[C@@H](CN(C)S(=O)(=O)c2ccccc2C#N)OCc2cn(nn2)CCCC1=O	-1%	-16%	-2
CSC1=NN(c2ccccc2)CN(c2ccccc2)N1C	-3%	-20%	-3
NNC(=O)c1nc2ccccc2s1	12%	-5%	-13
Cc1ccc(OCC(=O)OCC(=O)NC2CCCCCC2)cc1C	4%	7%	4
C[C@@H]1Cn2cnc(C(=O)NCc3ccc(CNC(=O)OC(C)(C)C)cc3)c2C(=O)N1	-6%	4%	2
Cc1ccc(-c2cc(C(=O)NCC3(N(C)C)CCCCC3)c3ccccc3n2)o1	-3%	2%	1
Cc1c(NC(=O)CSc2nnc(-c3ccccc3F)o2)c(=O)n(-c2ccccc2)n1C	-4%	-12%	-2
C#CCN(C[C@@H]1[C@@H](OC(=O)NC2CCCC2)[C@@H](OC(=O)NC2CCCC2)Cn2c(=O)ccc(=O)n21)S(=O)(=O)c1ccc(C)cc1	1%	-5%	-7
CC1(C)CC(=O)C=C(c2cn[nH]n2)C1	-5%	7%	7
COc1ccc(CCC(=O)O)c(C(CC(=O)O)C(=O)O)c1OS(=O)(=O)c1ccc(C)cc1 (stereo unspecified)	-2%	-20%	2
CCCCCC(=O)N1C[C@@H](n2cc(-c3ccc(F)cc3)nn2)[C@H](O)C[C@@H]1c1ccc(Cl)cc1	-7%	-22%	0
CSCC[C@H]1COC[C@@H](Cc2ccccc2)N1c1ccccc1	-1%	-28%	2
O=C(COC(=O)c1cccc(S(=O)(=O)N2CCCC2)c1)Nc1cccc(Br)c1	-4%	-22%	-6
COc1ccc(CC(=O)N2CCN(C(=O)Cc3ccc(OC)c(OC)c3)CC2)cc1OC	-10%	u	-3
COc1cc2c(=O)n(C)c3ccccc3c2cc1OC	4%	-17%	8
C[C@H]1CN([C@@H](C)CO)C(=O)c2cc(-c3cccc(C(=O)N(C)C)c3)cnc2O[C@H]1CN(C)C(=O)Cc1ccccn1	-1%	u	-9
CCCNC(=O)C[C@H]1C[C@H]2c3cc(NC(=O)Nc4ccc(F)cc4)ccc3O[C@H]2[C@@H](CO)O1	-7%	-24%	1
O=c1cnc2ccccc2n1Cc1ccccc1	-5%	2%	0
Cc1ccc(S(=O)(=O)N2CC3(O)CN(C(=O)OC(C)C)N(C(=O)OC(C)C)CC3(OC(=O)Nc3cccs3)C2)cc1 (stereo unspecified)	-5%	-22%	1
CCC1NC(=O)c2cccnc2-n2c1nc1ccc(OC)cc1c2=O (stereo unspecified)	6%	-21%	-2
COc1ccc(NC(=O)N(C)C[C@H]2OCc3cnnn3CCCC(=O)N([C@H](C)CO)C[C@@H]2C)cc1	7%	-2%	1
C[C@H](CO)NC(=O)c1nc[nH]c1C(=O)N[C@H](C)c1ccccc1	5%	-25%	1
COc1ccccc1N(C)S(=O)(=O)c1ccc(C(=O)N(C)Cc2cccc(F)c2)cc1	-1%	-27%	-7
COc1ccccc1S(=O)(=O)N(C)C[C@@H]1Oc2ncc(-c3ccc(C)cc3)cc2C(=O)N([C@H](C)CO)C[C@@H]1C	2%	-6%	-4
CCCCCCc1nc2nc(Cl)c(Cl)nc2[nH]1	-6%	-7%	2
O=C(CSc1ncccn1)NC1CCCC1	14%	-14%	-2

The listing continues:
SMILES	IDH1 R132H inh	USP1-UAF1 inh	PI4K2A inh
Clc1ccc(C(c2cccs2)N2CCNCC2)cc1 (stereo unspecified)	-8%	-18%	-4
C[C@H](O)[C@@H]1CN2CCc3c([nH]c4ccc(-c5ccc6c(c5)OCO6)cc34)[C@@H]2C[C@@H]1N(C)C(=O)Nc1cc(Cl)cc(Cl)c1	17%	-22%	1
Cc1[nH]ccc2cc3nc4ccccc4c3cc12	11%	-23%	2
CC(C)CN(C(=O)COC(=O)c1cccs1)c1c(N)n(Cc2ccccc2)c(=O)[nH]c1=O	-4%	4%	-5
CCOC(=O)C1C(=O)CC(=O)C(C(=O)OCC)C1c1ccc(O)cc1 (stereo unspecified)	-3%	-4%	-5
O=S1(=O)C[C@@H](N2CCC(Cc3ccccc3)CC2)[C@H](COCc2ccccc2)N1	6%	-25%	-1
CC1C=CC(C)C(C(=O)c2ccccc2)C1C(=O)c1ccccc1 (stereo unspecified)	2%	u	-3
O=C(C1CCCCC1)N1C[C@@H](n2cc(-c3ccc(F)cc3)nn2)[C@H](O)C[C@@H]1c1ccccc1	-3%	-28%	-5
